Bioassay records deposited in PubChem BioAssay by several laboratories.
Phagocytosis inh = inhibitors of macrophage phagocytosis, primary screen, imaging, J774A.1 cells, IgG beads. J774A.1 macrophage IgG-bead phagocytosis. inhibition, % at 5 µM. 110,000 compounds, 0.07% hits;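 active = inhibition above the mean of the plate negative controls plus 5 SD, cut at about 13% in these data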;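 also: phagocytic index as fraction of beads internalized from green versus red external bead signal; plate controls were DMSO negative control for no effect and cytochalasin-D positive control for full effect; some results beyond the cut were filed as inactive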
MRP1 act = H69AR viability gain despite doxorubicin, primary screen, MRP-1 activator project, H69AR cells, CellTiter-Glo; viability rescue; viability increase, % at 10 µM; 140,000 compounds, 0.61% hits; AID 799, 2007;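 active = viability gain under doxorubicin at or above a set limit, the compound median plus 3 SD, cut at about 4.7% in these data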;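 also: MRP-1 overexpressing cells given doxorubicin 25 µM after compound pretreatment; 18-22 h compound pretreatment then 72 h with doxorubicin before readout; 0% = doxorubicin-only wells and 100% = vehicle-treated cells without doxorubicin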
NPY-Y2 antag = NPY-Y2 receptor antagonists, primary screen, cell-based; inhibition, % at 2.7 µM; 140,000 compounds, 0.99% hits; AID 793, 2007; NPY-Y2 expressing cells, antagonist mode; in the data active = inhibition above about 17%;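 also: 0% = vehicle with agonist challenge and 100% = reference antagonist with challenge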
Target sequence (P49146 whole entry, looked up): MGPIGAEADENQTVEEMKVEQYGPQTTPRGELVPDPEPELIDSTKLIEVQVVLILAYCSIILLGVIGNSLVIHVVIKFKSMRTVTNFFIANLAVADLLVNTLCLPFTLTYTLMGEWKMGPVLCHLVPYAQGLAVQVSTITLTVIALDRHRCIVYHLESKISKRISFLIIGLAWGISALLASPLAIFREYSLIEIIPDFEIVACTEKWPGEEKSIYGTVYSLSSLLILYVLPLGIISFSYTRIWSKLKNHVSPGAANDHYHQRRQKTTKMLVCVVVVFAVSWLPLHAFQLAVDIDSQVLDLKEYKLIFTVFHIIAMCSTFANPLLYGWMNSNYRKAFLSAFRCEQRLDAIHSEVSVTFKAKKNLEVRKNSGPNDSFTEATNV
BB579 growth dn = growth inhibitors of yeast BB579 in restrictive medium, primary screen, yeast lifespan-shortening project, S. cerevisiae. OD615, 48 h. inhibition, % at 10 µM. 140,000 compounds, 0.51% hits;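 active = inhibition above a set limit, 3 SD over the mean compound inhibition, cut at about 44% in these data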; also: inactives centre near -24
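Test system: S. cerevisiae DeaD strain BB579 yeast; Medium: restrictive CSMM-D medium; Compound: one dose, 10 µM compound with 0.25% DMSO; Incubation: 4 h cell preincubation, 48 h compound exposure, 30 °C humidified; Signal: OD at 615 nm; Benchmarks: amphotericin B at 10 µg/mL as positive control.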
E-sel TNF inh = E-selectin induction blockers in HUVEC – imaging, immunofluorescence, high content, primary screen; HUVEC TNFa-induced E-selectin immunofluorescence; inhibition, % at 2 µM; 120,000 compounds, 0.71% hits;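 active = inhibition above the batch mean plus 3 SD, and confirmed as a hit on visual image review, cut at about 43% in these data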;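 also: 0% = TNF-stimulated DMSO wells and 100% = unstimulated control wells; not every result past the cut was called active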
GALR2 antag = GALR2 antagonists in receptor-expressing cells, primary screen; 140,000 compounds, 0.39% hits; inhibition, % at 4 µM; Galanin receptor type 2 (Homo sapiens), O43603; antagonist mode; AID 828, 2007; in the data active = inhibition above about 27%;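 also: cells stimulated with galanin 1-16 at roughly its EC80; 0% = agonist challenge control and 100% = basal control without agonist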
Target sequence (O43603 whole entry, looked up): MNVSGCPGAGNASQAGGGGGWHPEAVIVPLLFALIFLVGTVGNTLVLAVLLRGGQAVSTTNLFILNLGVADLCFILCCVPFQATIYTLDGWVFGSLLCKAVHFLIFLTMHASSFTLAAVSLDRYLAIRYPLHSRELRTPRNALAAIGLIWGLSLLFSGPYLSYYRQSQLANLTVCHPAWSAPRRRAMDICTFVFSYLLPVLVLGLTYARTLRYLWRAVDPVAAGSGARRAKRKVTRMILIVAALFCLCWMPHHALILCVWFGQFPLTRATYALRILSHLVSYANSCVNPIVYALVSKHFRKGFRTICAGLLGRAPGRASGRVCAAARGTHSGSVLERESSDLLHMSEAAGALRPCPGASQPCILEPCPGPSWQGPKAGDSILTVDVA
HCT116 bCat-KO = primary screen for growth suppressors in beta-catenin knockout HCT116 cells (colon tumor, human). AID 818, 2007. HCT116 beta-catenin knockout viability, CellTiter-Glo, 60 h; active compounds read low. 140,000 compounds, 1.5% hits. viability, % at 10 µM;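 active = viability at or under a set limit, the compound median less 4 SD, cut at about 6% in these data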;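 also: 0% = Hyamine 1622 control at 20 µM and 100% = untreated cell control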
Yeast lifespan up = compounds extending yeast replicative lifespan, primary screen, S. cerevisiae, OD615 | S. cerevisiae growth with nicotinamide; deaD strain in restrictive glucose medium | inhibition of the nicotinamide effect, % at 10 µM | 130,000 compounds, 0.68% hits;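 active = inhibition above a set limit, placed 3 SD over the median of all compounds, cut at about 26% in these data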;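 also: 0% = nicotinamide-treated wells and 100% = cells grown without nicotinamide; some compounds called inactive have numbers as strong as hits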
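Test system – modified budding yeast, DeaD strain · Compound – single dose 10 µM compound, 0.25% DMSO · Times – culture preincubation 4 h, compound exposure 48 h, both 30 °C · Detection – optical density (absorbance) at 615 nm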
HCT116 PTEN-null = growth suppression of PTEN-null HCT116, primary screen, cell-based, CellTiter-Glo. HCT116 PTEN-null viability, 60 h; active compounds read low. viability, % at 10 µM. 140,000 compounds, 1.2% hits;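 active = viability at or below a set limit, 4 SD under the median of all tested compounds, cut at about 3.7% in these data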;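 also: PTEN knockout HCT116 line with beta catenin targeted HCT116 as companion control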
Measles CPE = compounds protecting cells from measles virus cytopathic effect, primary screen, measles RdRp inhibitor project, single point, MLSMR library, absorbance; Measles virus-infected cells, CPE protection; protection (pct of control), % at 4 µM; 140,000 compounds, 1.5% hits; AID 841, 2007; in the data active = protection mostly above about 24%, no sharp cut-off; inactive = mostly below about 26%; also: some compounds called inactive have numbers as strong as hits
An asterisk follows results filed as active; . = no result given.

SMILES | Phagocytosis inh | MRP1 act | NPY-Y2 antag | BB579 growth dn | E-sel TNF inh | GALR2 antag | HCT116 bCat-KO | Yeast lifespan up | HCT116 PTEN-null | Measles CPE
CN(C)S(=O)(=O)c1cc(NC(=O)COC(=O)CCSc2ccc(Cl)cc2)ccc1Cl | -3 | -1.5 | 12 | -18 | . | -1 | 90 | 1 | 90 | 14
NS(=O)(=O)c1ccc(N2N=C(c3ccccc3)CC2c2ccc(F)cc2)cc1 (configuration not stated) | 0 | 2.0 | 9 | -27 | -42 | -10 | 57 | 1 | 41 | 15
COc1ccc(Cn2cc(F)c(=O)n(CCC(C)C)c2=O)cc1[N+](=O)[O-] | 1 | -1.4 | 10 | -78 | 5 | -7 | 96 | -7 | 100 | 9
O=Cc1ccccc1OS(=O)(=O)c1ccccc1 | -7 | -1.4 | 1 | -24 | . | -8 | 100 | 49* | 98 | 12
O=Cc1ccc(-c2ccccc2OC(F)(F)F)o1 | -1 | 0.2 | -1 | -62 | 10 | -14 | 99 | -15 | 104 | 5
CCOC(=O)c1ccc(Oc2c(C)oc3c(CN4CCN(C)CC4)c(O)ccc3c2=O)cc1 | 2 | -4.7 | 1 | -31 | . | 6 | 92 | -11 | 102 | 18
c1csc(-c2nnc3ccccn23)c1 | -1 | 1.0 | 3 | 0 | -5 | 10 | 110 | -21 | 107 | 28
CCn1c(SCC(=O)Nc2nonc2C)nnc1-c1ccco1 | 2 | 0.8 | 1 | -24 | 9 | 15 | 102 | 1 | 109 | 0
COc1ccc(/C=N/NC(=O)c2nc(-c3ccccc3)n(-c3ccccc3)n2)cc1OC | -2 | 1.9 | 3 | -25 | . | 5 | 89 | -5 | 95 | 21
CN1CCN(c2ccc(NC(=O)CSc3ccccc3)cc2F)CC1 | 0 | -3.8 | 4 | -15 | . | -9 | 93 | -5 | 102 | 5
Cc1sc2ncnc(N/N=C/c3cccc(O)c3)c2c1C | . | -2.8 | 0 | -52 | . | 0 | 60 | -4 | 65 | 23
Clc1ccc(-n2nnnc2CN2CCCCC2)cc1Cl | 0 | -0.1 | 9 | -33 | 23 | 3 | 95 | -12 | 97 | 17
Cc1ccc(-n2c(Cl)c(Cl)[nH]c(=O)c2=O)cc1 | -2 | -1.1 | 3 | -16 | 19 | 6 | 98 | 15 | 99 | 3
O=C(CSc1nc(O)cc(=O)[nH]1)Nc1ccc2c(c1)CCC2 | 1 | 0.7 | 1 | 39 | . | 1 | 99 | -9 | 110 | 25
COC(=O)CCc1nc2ccccc2[nH]c1=O | 0 | -1.3 | 6 | 9 | -10 | 0 | 112 | -24 | 102 | 1
NC1=C([N+](=O)[O-])C(c2ccc(F)cc2)C2=C(CCCC2=O)O1 (configuration not stated) | -3 | -0.3 | 0 | -13 | . | 9 | 100 | -3 | 101 | 2
Clc1ccccc1Cn1nnc2c(N3CCCC3)ncnc21 | -2 | -1.0 | -1 | -18 | -24 | 6 | 66 | -17 | 75 | 16
COc1cccc(-c2cc(C(F)(F)F)nc(-n3cccn3)n2)c1 | -1 | -0.4 | 3 | -74 | 15 | -4 | 83 | -14 | 102 | 18
Cc1cc(C(=O)NCCN2CCCCC2C)n(-c2ccccc2)n1 (configuration not stated) | -1 | 0.2 | 2 | -21 | . | -7 | 100 | 7 | 97 | 0
COc1ccc(N(C)C(=S)Oc2ccc(C(=O)Nc3ccccc3)cc2)cc1 | -2 | -1.3 | 4 | -60 | -56 | -9 | 60 | -9 | 38 | 6
Cc1cccc(/C=C/c2nc3ccccc3c(=O)n2Cc2ccccc2)c1 | -12 | -3.8 | 7 | -8 | . | 0 | 69 | -4 | 62 | 6
COCCCN(C(=S)Nc1c(C)cc(C)cc1C)C(C)c1ccncc1 (configuration not stated) | -13 | -3.2 | 0 | -27 | -1 | -40 | 101 | 1 | 93 | 7
Nc1cc2c(cc1C(=O)c1ccccc1)OCCO2 | 0 | -0.4 | 3 | -28 | -20 | 4 | 92 | -20 | 100 | 10
N#CCc1nnc2n1-c1ccccc1CCC2 | 4 | -0.3 | 2 | -34 | -6 | -3 | 86 | 14 | 103 | 4
COc1ccccc1N1CCN(C(=O)CSc2nnc3c4ccccc4n(CC(=O)O)c3n2)CC1 | -7 | 1.6 | 3 | -32 | . | -5 | 92 | 6 | 93 | 12
N#CC1=C(N)OC2=C(C(=O)CCC2)C12C(=O)N1CCCc3cccc2c31 (configuration not stated) | 0 | -1.4 | 2 | -27 | -13 | -6 | 86 | -13 | 98 | 8
O=C(Cn1nnc2ccccc2c1=O)NCCc1ccccc1 | -4 | -0.1 | 3 | 2 | . | 0 | 101 | -1 | 112 | 6
O=C(COC(=O)/C=C/c1cccs1)Nc1ccc2ccccc2c1 | . | -0.4 | 11 | -36 | 20 | 4 | 96 | -6 | 102 | 10
O=C(NC(=S)Nc1ccccn1)c1cncc(Br)c1 | -8 | 0.6 | 3 | -18 | . | -5 | 94 | -4 | 96 | 5
COc1ccccc1OCC(=O)OCC(=O)Nc1sccc1C(N)=O | -4 | -0.2 | 5 | -45 | . | 13 | 101 | 1 | 102 | 10

Full records, looked up by structure. Values in the order: Phagocytosis inh, MRP1 act, NPY-Y2 antag, BB579 growth dn, E-sel TNF inh, GALR2 antag, HCT116 bCat-KO, Yeast lifespan up, HCT116 PTEN-null, Measles CPE
`COc1ccc(/C=N/NC(=O)c2nc(-c3ccccc3)n(-c3ccccc3)n2)cc1OC` is listed as -2, 1.9, 3, -25, ., 5, 89, -5, 95, 21
`O=C(NC(=S)Nc1ccccn1)c1cncc(Br)c1` is listed as -8, 0.6, 3, -18, ., -5, 94, -4, 96, 5

Next part.
SMILES | Phagocytosis inh | MRP1 act | NPY-Y2 antag | BB579 growth dn | E-sel TNF inh | GALR2 antag | HCT116 bCat-KO | Yeast lifespan up | HCT116 PTEN-null | Measles CPE
Cc1ccc(/C=c2/sc3nnc(-c4ccccc4Cl)n3c2=O)o1 | -1 | -2.1 | 6 | -38 | -35 | 11 | 100 | -6 | 96 | 6
Cc1ccnc(NS(=O)(=O)Cc2ccccc2)c1 | . | -0.7 | 1 | -21 | 8 | 10 | 101 | -6 | 94 | 7
CN(C)c1ccnc2sc3c(=O)n(Cc4ccccc4)cnc3c12 | . | -4.0 | 1 | -33 | . | -2 | 97 | -31 | 84 | 2
Cc1cc(/C([O-])=C(/C(=S)Nc2ccc(F)cc2)[n+]2ccccc2)c(C)n1-c1ccc(F)cc1 | -3 | 0.1 | 1 | -41 | 32 | -5 | 60 | -7 | 60 | 4
Cc1nc(NC(=O)c2ccc(F)cc2)sc1C(=O)Nc1ccc2c(c1)CCC2 | . | -1.2 | 2 | -58 | 21 | 0 | 65 | -1 | 67 | 17
CCOC(=O)c1cc2c(=O)n3ccccc3nc2n(Cc2ccco2)c1=NC(=O)c1cccnc1 | 0 | -2.3 | 6 | -37 | . | -6 | 76 | -5 | 60 | 5
Nc1c(C(=O)c2ccccc2)sc2c1c(=O)[nH]c(=O)n2-c1ccccc1 | 13 | -2.2 | 4 | -49 | -8 | -13 | 99 | 2 | 94 | 7
CC1CN(CC(=O)c2c(N)n(Cc3ccccc3)c(=O)n(C)c2=O)CC(C)O1 (configuration not stated) | -2 | -0.9 | 0 | -4 | -3 | -3 | 100 | -3 | 99 | 3
Cc1cccc(C)c1NC(=O)C(NC(=O)c1ccccn1)c1ccccc1[N+](=O)[O-] (configuration not stated) | . | -1.0 | 1 | -19 | . | 0 | 53 | 3 | 53 | 21
O=C(c1ccc2c(c1)OCO2)N1CCN(c2ncccn2)CC1 | -6 | 0.7 | 1 | -21 | . | 9 | 100 | -1 | 99 | 5
CCOC(=O)C1CCN(S(=O)(=O)c2ccc(OC)c(Cl)c2Cl)CC1 | -1 | -3.8 | 6 | -25 | -33 | -5 | 97 | -3 | 94 | 5
COc1ccc(CN2CCN(C(=O)CC(C)C)CC2)c(OC)c1OC | . | -0.3 | 6 | -55 | 15 | -9 | 77 | -13 | 92 | 24
CN(C)/C=C/C(=O)c1ccccc1F | 0 | -0.8 | 4 | -30 | 2 | 4 | 99 | -11 | 102 | 25
Cc1cc(N2CC34C=CC(O3)C(C(=O)O)C4C2=O)no1 (configuration not stated) | 0 | -2.0 | 1 | -32 | -11 | -7 | 98 | -20 | 94 | 5
COc1cccc(OC)c1C(=O)N1CCN(S(=O)(=O)c2ccccc2)CC1 | -1 | -2.6 | 1 | -13 | -14 | 2 | 79 | -22 | 94 | 1
Cc1nc2ccc(NC(=O)N3CCC(c4ccccc4)C3)cc2nc1C (configuration not stated) | . | -4.6 | 2 | -22 | -9 | -7 | 93 | -5 | 92 | 4
Cc1nnc(NC(=O)c2oc3c(ccc4ccccc43)c2C)s1 | . | -2.5 | 2 | -43 | . | 8 | 75 | -19 | 74 | 4
CCOC(=O)c1c(CN2CCN(c3ccccc3)CC2)oc2ccc(O)cc12 | 0 | -3.6 | 2 | -22 | -9 | 1 | 86 | -7 | 70 | 13
Cc1ccc(C(C(=O)NCc2ccccc2)N(Cc2cccs2)C(=O)c2ccc3c(c2)OCCO3)cc1 (configuration not stated) | -3 | -5.5 | 4 | -23 | . | 11 | 30 | 3 | 23 | 14
CC(=O)NC(=O)Nc1sc(=S)n(C)c1C | 0 | -1.5 | -1 | -15 | . | -3 | 99 | -4 | 107 | 7
COc1ccccc1NC(C)=O | -1 | -0.6 | 1 | -10 | . | 3 | 102 | -8 | 100 | 8
CC(=O)c1ccccc1NC(=O)CSc1nnc2ccccn12 | -2 | -1.3 | 0 | -26 | 6 | -16 | 89 | -5 | 87 | 7
Cc1ccccc1-n1c(SCC(=O)N/N=C/c2sccc2C)nc2ccccc2c1=O | -5 | -3.3 | -2 | -27 | 1 | 9 | 63 | 1 | 48 | 14
CCC(C)(C)C(=O)Nc1cc([N+](=O)[O-])ccc1Cl | -14 | -2.6 | 2 | -45 | 5 | 5 | 96 | 3 | 94 | 11
COc1ccc(C(C)(C)C)cc1NC(=O)c1c(C)noc1C | 0 | 0.9 | 1 | -4 | -1 | -11 | 108 | -13 | 84 | 8
CCC(CC)=NNc1cccc([N+](=O)[O-])c1 | -6 | -0.4 | 4 | -13 | 29 | -2 | 81 | -3 | 85 | 3
O=C(CCCCCn1c(SCc2ccncc2)nc2ccccc2c1=O)NCc1ccco1 | . | -3.5 | 2 | -35 | 3 | -2 | 87 | 1 | 89 | 14
O=C(CCCN1C(=O)c2ccccc2C1=O)Nc1sc2c(c1C(=O)NCc1ccco1)CCC2 | -1 | -1.4 | 4 | -29 | -16 | -23 | 82 | 0 | 89 | 2
Cc1nn(-c2nc3ccccc3s2)c(C)c1Oc1ccccc1O | . | 0.2 | -2 | -13 | -17 | 9 | 58 | -9 | 57 | 44*
CC(C)CC(=O)NC(Nc1ccccc1F)C(Cl)(Cl)Cl (configuration not stated) | -5 | -2.0 | 3 | -13 | -14 | -4 | 88 | 3 | 82 | 3
